# Compound activity deposited in PubChem by National Center for Advancing Translational Sciences (NCATS).
# TDP1 cell CPT: qHTS for Inhibitors of human tyrosyl-DNA phosphodiesterase 1 (TDP1): qHTS in cells in presence of CPT | chicken DT40 Tdp1-/-;hTDP1 cells + 20 nM CPT, ATP luminescence, 48 h | Potency, µM (doses to about 46.2 µM), for the others: at the top dose activity change, negative = growth inhibition, most hits filed as inhibitors | actives 12% (n = 420,000) | AID 686979, 2013; note: nearly all actives have a fitted effect of over 55% in size
#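 Chicken DT40 Tdp1-/- cells complemented with human TDP1, 400 cells/well, exposed to compounds plus 20 nM camptothecin for at least 48 h at 37 C; viability read as ATP content by CellTiter-Glo luminescence.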
# N370S GC mod: qHTS Assay for Inhibitors and Activators of N370S glucocerebrosidase as a Potential Chaperone Treatment of Gaucher Disease | AID 2101, 2009 | actives 0.092% (n = 330,000) | N370S GC spleen homogenate, 4MU-glucoside fluorescence | Lysosomal acid glucosylceramidase (Homo sapiens), P04062 | Potency, µM (doses to about 59.4 µM), without a hit: at the highest dose activity change, negative = inhibition, most hits filed as inhibitors;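 note: 0% = full enzyme activity and -100% = no enzyme basal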
# FEN1 inh: qHTS Assay for the Inhibitors of Human Flap endonuclease 1 (FEN1); actives 0.35% (n = 390,000); P39748; Recombinant FEN1 flap cleavage, fluorescence, 15 min; Potency, µM (doses to about 114 µM), inactives show at the highest dose activity change, negative = inhibition, most hits filed as inhibitors; AID 588795, 2011; note: nearly all actives have a fitted effect of over 65% in size
# Target sequence (P39748 whole entry, looked up): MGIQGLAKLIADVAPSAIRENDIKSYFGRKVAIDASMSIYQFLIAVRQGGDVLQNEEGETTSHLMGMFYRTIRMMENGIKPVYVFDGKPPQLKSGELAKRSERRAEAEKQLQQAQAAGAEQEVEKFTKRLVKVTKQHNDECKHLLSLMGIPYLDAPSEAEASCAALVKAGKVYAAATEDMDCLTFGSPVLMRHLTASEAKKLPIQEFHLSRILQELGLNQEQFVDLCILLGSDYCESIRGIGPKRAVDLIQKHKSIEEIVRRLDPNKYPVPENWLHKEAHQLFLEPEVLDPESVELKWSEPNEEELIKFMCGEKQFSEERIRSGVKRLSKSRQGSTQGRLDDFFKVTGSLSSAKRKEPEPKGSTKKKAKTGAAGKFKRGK
#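 Read-out was taken twice, immediately and after 15 min, following addition of 50 nM substrate to 10 nM FEN1 that had sat with test compound for 15 min at room temperature. Curves came from a four-parameter Hill model.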
# Active calls of the source: *; ? = inconclusive; . = not tested or not shown; & = joins results of further samples; [ ] = another dose, or the depositor's remark. Calls come from the whole dose curve; as a rule, active = well fitted curve in the direction sought with a large enough effect; inconclusive = small, poorly fitted or top-dose-only effect, or another doubt; inactive = no such curve, though single readings can be large; an effect the other way counts as inactive or inconclusive. Unless noted, % is set by controls: 0 for no effect and ±100 for the full control effect; potency is the fitted concentration of half-maximal effect. Only part of the results is shown; rates above refer to the full screens.
# The first six entries (preview)
SMILES,TDP1 cell CPT,N370S GC mod,FEN1 inh
O=C(O)/C=C/C(=O)Nc1ccccc1-c1ccccc1NC(=O)/C=C/C(=O)O,0%,-9%,2%
O=S(=O)(NCCN1CCOCC1)c1cc(Cl)ccc1Cl,-19%,-1%,-6%
Cc1n[nH]c(C)c1S(=O)(=O)N1CCN(c2ccccn2)CC1,-7%,1%,1%
COc1ccc(Nc2nnc(SCC3CCCCO3)s2)cc1 (stereo not drawn),-1%,-14%,-5%
COc1ccccc1CCC(=O)NNC(=O)c1cccs1,6%,.,0%
NNC(=S)Nc1c(Br)cc(F)cc1Br,-5%,2%,-32%

# Results (from the top)
SMILES,TDP1 cell CPT,N370S GC mod,FEN1 inh
O=C(O)/C=C/C(=O)Nc1ccccc1-c1ccccc1NC(=O)/C=C/C(=O)O,0%,-9%,2%
O=S(=O)(NCCN1CCOCC1)c1cc(Cl)ccc1Cl,-19%,-1%,-6%
Cc1n[nH]c(C)c1S(=O)(=O)N1CCN(c2ccccn2)CC1,-7%,1%,1%
COc1ccc(Nc2nnc(SCC3CCCCO3)s2)cc1 (stereo not drawn),-1%,-14%,-5%
COc1ccccc1CCC(=O)NNC(=O)c1cccs1,6%,.,0%
NNC(=S)Nc1c(Br)cc(F)cc1Br,-5%,2%,-32%
Fc1ccc(-n2ncc3c(NC4CCCCCC4)ncnc32)cc1,23µM*,.,5%
COc1ccc2[nH]cc(CCNC(C)=O)c2c1,-6%&11%&1%&-8%,-10%,-10%
N#C/C(=C\N1CCCCC1)S(=O)(=O)c1ccc(Cl)cc1,-14%,6%,-3%
CC(C)N(C(=O)c1ccc(C(=O)Nc2ccc([N+](=O)[O-])cc2)cc1)C(C)C,2%,12%,-7%
CCCOc1ccc(C2C(=O)N(C3CCCCCC3)CC(=O)N2CCC2=CCCCC2)cc1OC (stereo not drawn),-12%,.,15%
Cc1ccc(S(=O)(=O)N2CCN(C(=O)COC(=O)c3nc(Cl)ccc3Cl)CC2)c(C)c1,9%,.,-11%
COc1cc(/C=N/n2nnnc2Nc2ccccc2)cc(OC)c1OC,15µM*,-24%,?
COc1ccc(/C=C2\SC(=S)N(CC(=O)OCC(=O)Nc3ccc([N+](=O)[O-])cc3OC)C2=O)cc1,10%,2%,5%
CCOc1ccc2c(c1)sc(N)[n+]2Cc1cc(C)cc2cccnc12,1µM*,-5%,-26%
Cn1c(SCC(=O)Nc2ccccc2)nnc1C(F)(F)F,-1%,-7%,2%
CC(=O)NCC(=O)NNC1CC(=O)N(c2cccc(Cl)c2)C1=O (stereo not drawn),4%,10%,-2%
COc1ccc(Cl)cc1NC(=O)N1CCN(c2ccccc2OC)CC1,?,3%,3%
COc1ccc2c(c1)c1c(c(=O)n(CCc3ccccc3)c(=O)n1Cc1cccc(C)c1)n2C,10%,.,-5%
CCOc1ccc2[nH]cc(C(=O)NCCc3ccccc3)c(=O)c2c1,?,4%,-14%

# 3 structures out of the list, arranged by SMILES length, descending:
SMILES,TDP1 cell CPT,N370S GC mod,FEN1 inh
CCOc1ccc2c(c1)sc(N)[n+]2Cc1cc(C)cc2cccnc12,1µM*,-5%,-26%
COc1ccc(Cl)cc1NC(=O)N1CCN(c2ccccc2OC)CC1,?,3%,3%
NNC(=S)Nc1c(Br)cc(F)cc1Br,-5%,2%,-32%

# Next compounds:
SMILES,TDP1 cell CPT,N370S GC mod,FEN1 inh
CC1CCN(C(=O)c2[nH]cnc2C(=O)N2CCN(c3ccccc3)CC2)CC1,-15%,.,18%
CC(C)CN1CCN(Cc2cccn2-c2cccnc2)CC1CCO (stereo not drawn),-5%,-1%,-11%
Cc1[nH]c(=O)c(S(=O)(=O)c2ccccc2)c(C)c1Cl,-15%,-1%,-10%
O=C(CCC(=O)Nc1ccccc1)N/N=C/c1cccnc1,?,1%,0%
Cc1nnc(NN)n(N)c1=O,?,-5%,2%
CC(C)c1ccc(-c2csc3ncnc(N4CCN(C)CC4)c23)cc1,16µM*,?,4%
OCC1(Cc2ccccc2)CCCN(Cc2cnn(-c3ccccc3)c2)C1 (stereo not drawn),?,-22%,-13%
CCCCn1c(=NC(=O)c2ccco2)c(C(=O)OCC)cc2c(=O)n3cccc(C)c3nc21,?,8%,-20%
C/C(N)=C(/C#N)C(=O)CSc1nnc(Nc2ccccc2)s1,7%,-5%,-12%
COc1ccc(NC(=O)CCNS(=O)(=O)c2ccc3c(c2)CC(C)N3C(C)=O)cc1 (stereo not drawn),-5%,-10%,-2%
Cc1cccc(OCCCC(=O)NCC(=O)Nc2cccc(C)c2C)c1,-27%,-6%,-1%
C#CCOCCOCCOCCNc1nc(N2CCN(C(=O)C([C@@H](C)CC)n3cc(C(N)CC(C)C)nn3)CC2)nc(N2CCN(C(=O)[C@H](CCC(=O)O)n3cc(C(N)[C@H](C)CC)nn3)CC2)n1 (stereo partly drawn),0%,1%,3%
N#CC1=C(N)C(C#N)(C#N)C(c2ccc[nH]2)C2CCCC=C12 (stereo not drawn),?,-22%,-20%
COc1ccc(C(=O)NC2CCN(S(=O)(=O)c3ccccc3F)CC2)cc1,-17%,1%,2%
NC(=O)C[C@@H]1NC(=O)CNC(=O)c2cc([N+](=O)[O-])cc(I)c2NCCC(C(N)=O)NC1=O (stereo partly drawn),3%,19%,-9%
CCN(CC)CCN1C2=C(C(=O)CC(C)(C)C2)C(c2cccc(F)c2)C2=C1CC(C)(C)CC2=O,-28%,1%,0%
COc1ccc(N(C)S(=O)(=O)c2ccc(C)cc2)c([N+](=O)[O-])c1,-4%,-26%,-2%
COC(=O)c1c(NC(=O)c2nc3ccccc3s2)sc2c1CCN(C(C)=O)C2,7.3µM*,-6%,-5%
CCNC(=S)N(CCCO)Cc1cc2cc3c(cc2[nH]c1=O)OCCO3,21%,?,21%
COCc1c(C(=O)OCC(=O)NCc2ccco2)oc2ccccc12,-3%,.,15%
CCCCCn1c(=O)[nH]c2cc(C(=O)Nc3ccc(F)cc3)ccc2c1=O,21µM*,.,9%
CCOc1ccccc1CNC(=O)Cn1c(-c2ccccc2)cc(C(C)=O)c1C,13µM*,.,0%
S=C(NCCc1ccccc1)NN=C1CCCCCC1,12%,4%,7%
Cc1ccc(S(=O)(=O)N(C)C)cc1NC(=O)COC(=O)COc1ccccc1[N+](=O)[O-],20%,-13%,3%
Cc1ccc(NC(=O)c2cccc(NC(=O)/C=C/c3ccco3)c2)cc1C,?,2%,-6%
COc1ccc(NCCNc2ccc(OC)cc2)cc1,-6%,5%,10%
CC(=O)Nc1ccccc1C(=O)C(=O)Nc1ccc(F)cc1,-22%,2%,9%
CCn1c(SCC(=O)Nc2nc(C)cs2)nnc1-c1ccco1,-3%,6%,5%
S=C(NCc1ccccc1Cl)Nc1ccccc1Cl,2%,4%,10%
CC1CCCCN1CCCNC(=O)Cn1ncc2c3ccccc3n(Cc3ccccc3)c2c1=O (stereo not drawn),10%,.,4%
CCN(CC)S(=O)(=O)c1ccc(C(=O)N2CCN(C3=NS(=O)(=O)c4ccccc43)CC2)cc1,-17%,2%,-11%
COc1cc(C(C(=O)NC(C)(C)C)N(C(=O)CNC(=O)c2cccs2)c2ccccc2)cc(OC)c1OC (stereo not drawn),-12%,13µM*,2%
CC1CC1C(=O)OCC(=O)Nc1ccc(N=Nc2ccccc2)cc1 (stereo not drawn),-2%,1%,-22%
CC(=O)Nn1cnc2c(c1=O)C1(CCCCC1)Cc1ccccc1-2,-13%,-1%[12.8 µM],-7%
COc1ccc([N+](=O)[O-])cc1NS(=O)(=O)c1ccc(C(=O)N2CCCC2)cc1,-18%,.,-4%
Cc1ccc(-n2nnnc2SCC(=O)Nc2sc(C)c(C)c2C#N)cc1C,-4%,0%,-1%
COc1ccc(NC(=O)CN2CCC(Cc3ccccc3)CC2)cc1S(=O)(=O)N1CCOCC1,?,-6%,-17%
O=C(Cn1cc(C(=O)c2cccs2)c2ccccc21)Nc1ccc(Br)cc1,?,.,0%
CCCn1nc(NC(=O)COC)c2cc3cc(C)ccc3nc21,-12%,-4%,8%
Cc1c(Cl)cccc1NC(=O)CCN1CCCC(C)C1 (stereo not drawn),-3%,3%,-7%
O=c1[nH]c2ccc(S(=O)(=O)N3CCN(c4ccccc4F)CC3)cc2s1,-23%,-18%,12%
CSc1ccccc1OCc1cc(C(=O)N2CCc3c(Cl)cccc3C2)no1,23µM*,22%,-17%
O=C(Cc1ccccc1Cl)NNC(=O)Nc1ccccc1,6%,0%,4%
CCOc1ccc(N(C)C(=O)CCc2nnc3ccc(N4CCCCC4)nn23)cc1,?,-10%,-2%
CCOC(=O)c1cc(-c2ccccc2)sc1NC(=O)CC,-17%,7%,8%
Cc1onc(C(=O)Nc2sc3c(c2C(N)=O)CCCC3)c1[N+](=O)[O-],?,2%,-18%
C[C@@H]1CN([C@H](C)CO)C(=O)c2cc(NC(=O)Nc3ccc4c(c3)OCO4)ccc2O[C@H]1CN(C)Cc1ccncc1,5%,.,-16%
CN1C(=O)C2(c3ccccc31)c1c(oc3ccccc3c1=O)C(=O)N2CCO (stereo not drawn),1%,2%,19%
CCOc1cccc(N2C(=O)CC(NCc3ccc(S(N)(=O)=O)cc3)C2=O)c1 (stereo not drawn),-3%,1%,-3%
CCOc1ccc(N2Cc3ncccc3C2=O)cc1,?,0%,0%
Cn1cnc([N+](=O)[O-])c1Sc1ncn[nH]1,18µM*,-5%,2%
COc1ccc(C(=O)N/N=C/c2cc(Br)ccc2O)cc1OC,2.3µM*,-3%,14%
Cc1cccc(C)c1OCc1nc2c3cnn(-c4ccccc4Br)c3ncn2n1,10µM*,.,21%
COc1cc2cc(C(c3nnnn3C(C)(C)C)N3CCc4ccccc4C3)c(=O)[nH]c2cc1OC (stereo not drawn),18µM*,7%,-1%
Cc1ccc(C(=O)N2CCCC(Nc3ccc(C)c(C)c3)C2)c(=O)[nH]1 (stereo not drawn),-8%,.,3%
O=C(c1ccccc1)N1CCN(C2CCCCC2)CC1,-8%,13%,1%
CCn1c(SCC(=O)Nc2cc(C)on2)nnc1-c1cccc(C)c1,?,-6%,15%
CN(C)c1ccc(CN(C(=O)/C=C/c2ccco2)C2CCS(=O)(=O)C2)cc1 (stereo not drawn),3%,-16%,5%
Oc1ccc(C=Nc2ccccc2-c2nc3ccccc3[nH]2)cc1,-21%,6%,-3%
O=C1c2ccc(-c3ccc4c(c3)C(=O)N(CCCO)C4=O)cc2C(=O)N1CCCO,-9%,7%,17%
# The listing continues.
SMILES,TDP1 cell CPT,N370S GC mod,FEN1 inh
Cc1ccc(NC(=O)c2cncc(Br)c2)c(O)c1,-18%,5%,-1%
Cc1noc(C)c1COC(=O)CCCc1c[nH]c2ccccc12,1%,-7%,1%
Cc1cc(C)nc(N2CCC(C(=O)NCCc3ccccc3)CC2)n1,8.2µM*,1%,-1%
O=c1oc2ccccc2c(N2CCN(c3ccc(F)cc3)CC2)c1CN1CCCC1,?,.,4%
Cc1ccc(C)c2[nH]c(=O)c(CCNC(=O)CC(C)(C)C)cc12,-20%,1%,20%
CCCS(=O)(=O)Nc1c(C(=O)O)[nH]c2ccc(OC)cc12,-28%,-1%,13%
Cc1cccc(NC(=O)Nc2c(C)n(C)n(-c3ccccc3)c2=O)c1,?,3%,4%
CC(C)c1ccc(NS(=O)(=O)c2ccc3[nH]cc(C(=O)N4CCC(C(N)=O)CC4)c(=O)c3c2)cc1,3%,-1%,-12%
O=C(O)CCc1[nH]c2ccccc2c1Sc1ccccc1,-1%,-1%,-1%
CC(Cl)C(=O)c1c(N)n(C)c(=O)n(C)c1=O (stereo not drawn),-19%,8%,2%
COc1cc(OC)c(OC)cc1/C=c1\[nH]c(=O)/c(=C/c2cc(OC)c(OC)cc2OC)[nH]c1=O,0.79µM*,.,-5%
CC(=O)NC1(C(=O)O)CCCC1,-12%,-1%,-1%
COc1cccc(C2=NOC(C(=O)Nc3c(C)n(C)n(-c4ccccc4)c3=O)C2)c1 (stereo not drawn),-8%,4%,0%
CCCc1nc2ccccc2c(NC(=O)CN(CC)CC)c1CC,-10%,-16%,-5%
CCc1ccc(OC(=O)c2cncc(Br)c2)cc1,-2%,1%,13%
Cc1ccc(C(=O)Nc2nc3ccc(S(=O)(=O)N4CCCC4)cc3s2)cc1,-2%,.,16%
CC(C)N1C(=O)S/C(=C/c2ccc(Sc3nc4ccccc4[nH]3)o2)C1=O,15µM*,?,-3%
CN(C(=O)c1cccc(NC(=O)Cc2cccc([N+](=O)[O-])c2)c1)C1CC1,0%,.,-6%
